ELG1 genotox = qHTS screen for small molecules that induce genotoxicity in human embryonic kidney (HEK293T) cells expressing luciferase-tagged ELG1; HEK293T ELG1-luciferase reporter, luminescence, 16 h; Potency, µM (titrated, usually from 46 µM), without a hit: top-dose activity change, positive = activation, actives largely listed as activators; actives 1.3% (n = 330,000); AID 504466, 2011; also: potency is read from the fitted curve at half-maximal effect; % of control where 0% means no effect; nearly all actives have a fitted effect of over 60% in size
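Screening used a luciferase reporter fused to human ELG1 in HEK293T cells. Luminescence was read on a CCD plate imager after 16 hr exposure and 30 min ONE-Glo incubation.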
USP2a block = qHTS Assay for Inhibitors of Ubiquitin-specific Protease USP2a Using CHOP2 as the Reporter; Potency, µM (series often up to 38.3 µM), for the others: at the highest dose activity change, negative = inhibition, hits mostly inhibitors; USP2 core, Ub-CHOP2 coupled fluorogenic reporter, 485/531; actives 0.01% (n = 330,000);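 also: potency is read from the fitted curve at half-maximal effect; plate controls were DMSO wells for no effect and full inhibition by NEM control for full effect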
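Cell-free coupled assay: 10nM USP2 core preincubated 30min RT with compound in Tris-HCl pH 8.0/CaCl2/CHAPS buffer, then 25nM Ub-CHOP2 and 25nM reporter substrate; fluorescence (Ex 485/Em 531) read after 60min RT, normalized to NEM inhibition, concentration-response curves fitted.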
TRPV1 agonist = HTS Assay for Compounds that Act as Agonists of the Vanilloid Receptor 1; Transient receptor potential cation channel subfamily V member 1 (Homo sapiens), Q8NER1; TRPV1-expressing cells, Fluo-8 calcium influx, agonist mode; activation, % at 8.33 µM; actives 0.19% (n = 320,000); AID 540275, 2011; in the data active = activation above about 80%; inconclusive = between about 30% and that limit; also: 0% is about no effect
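Cells expressing TRPV1 were dye-loaded with Fluo-8 and read kinetically: 10 s baseline, 3 min after compound (agonist portion), then 2 min after EC20 capsaicin (allosteric enhancer portion). Calcium-bound dye fluorescence at 480/520 nm.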
B2AR arrestin = qHTS assay of beta-arrestin-biased ligands of beta2-adrenergic receptor. Beta-2 adrenergic receptor (Homo sapiens), P07550. beta-arrestin recruitment to beta2AR, cell-based reporter. Potency, µM (series often up to 46.1 µM), for inactives: at the top dose activation, usual class: activators. actives 0.02% (n = 330,000). AID 492947, 2010;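 also: potency is read from the fitted curve at half-maximal effect; 0% = DMSO controls and full agonism = EC100 isoproterenol or metaproterenol; nearly all actives have a fitted effect of over 65% in size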
Target sequence (P07550 whole entry, looked up): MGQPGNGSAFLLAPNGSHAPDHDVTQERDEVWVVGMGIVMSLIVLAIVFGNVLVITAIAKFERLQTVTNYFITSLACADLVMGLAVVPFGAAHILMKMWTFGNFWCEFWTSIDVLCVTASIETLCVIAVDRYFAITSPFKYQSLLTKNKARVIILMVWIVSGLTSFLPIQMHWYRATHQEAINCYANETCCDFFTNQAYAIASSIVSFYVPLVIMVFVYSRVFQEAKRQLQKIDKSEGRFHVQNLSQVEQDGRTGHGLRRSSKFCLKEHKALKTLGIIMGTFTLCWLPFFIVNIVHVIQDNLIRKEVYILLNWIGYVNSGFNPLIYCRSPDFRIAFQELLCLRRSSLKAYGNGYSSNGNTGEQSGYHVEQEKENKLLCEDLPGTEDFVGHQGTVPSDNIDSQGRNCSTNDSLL
uPA generation = qHTS for Inhibitors of Cell Surface uPA Generation. cell surface uPA generation assay, qHTS. Potency, µM (highest dose often 38.3 µM), for inactives: at the highest dose activity change, negative = inhibition, hits mostly inhibitors. actives 0.31% (n = 330,000); active = well fitted inhibition curve with a large enough effect; inconclusive = small, poorly fitted or top-dose-only effect; inactive = no such curve, though single readings can be large or run the other way; tested in mouse RAW 264.7 cells; also: potency is read from the fitted curve at half-maximal effect; % is scaled to controls: 0 for no effect and ±100 for the full control effect; nearly all actives have a fitted effect of over 55% in size
Integrin act MD = qHTS for Activators of Integrin-Mediated Alleviation for Muscular Dystrophy; alpha7betagal myoblasts, beta-gal FDG fluorescence, 48 h; Potency, µM (doses to about 38.3 µM), for inactives: at the top dose activation, usual class: activators; actives 0.064% (n = 350,000);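 also: potency is read from the fitted curve at half-maximal effect; 100% = response of the positive control SU9516; nearly all actives have a fitted effect of over 60% in size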
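alpha7betagal+/- myoblasts (passage 13, 250/well) treated 48 h at 37C with compounds at 1:260 dilution of DMSO stock. Lysed, then beta-galactosidase activity read as FDG fluorescence (ex 480/em 540) after 30 min, with pre-read for autofluorescence.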
Eya2 phos inh = qHTS Assay for Inhibitors of the Phosphatase Activity of Eya2. actives 0.006% (n = 330,000). Protein phosphatase EYA2 (Homo sapiens), O00167. Potency, µM (top dose mostly 76.9 µM), for inactives: top-dose activity, negative = inhibition, usual class: inhibitors. recombinant Eya2, OMFP fluorescence dephosphorylation (OMFP is methylfluorescein phosphate). AID 488837, 2010; also: potency is read from the fitted curve at half-maximal effect; % is scaled to controls: 0 for no effect and ±100 for the full control effect
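Eya2 protein (added as 0.2 uM solution) was preincubated with compound for 10 min at ambient temperature in 50 mM HEPES pH 7.5, 50 mM NaCl, 5 uM MgCl2, 0.05% BSA, 1 mM DTT. OMFP (added at 50 uM) then reacted 10 min; fluorescence read at 485/525 nm.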
TSG101-PTAP inh = qHTS Assay for Iinhibitors of HIV-1 Budding by Blocking the Interaction of PTAP/TSG101. Tumor susceptibility gene 101 protein (Homo sapiens), Q99816. Fluorescence polarization, FITC-PTAP peptide / Tsg101 binding. Potency, µM (doses to about 115 µM), for the others: at the top dose activity change, negative = inhibition, actives largely listed as inhibitors. 340,000 tested, under 10 active; active = well fitted inhibition curve with a large enough effect in the main read-out, with a control signal flat, not every such curve was filed as active; inconclusive = small, poorly fitted or top-dose-only effect, or effect the other way, or a change in a side signal; inactive = no such curve, though single readings can be large or run the other way; also: potency is read from the fitted curve at half-maximal effect; % of control where 0% means no effect
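Compounds were pin-transferred onto Tsg101 binding domain (10 uM final) in HEPES pH 7.5 buffer, then FITC-PTAP peptide was added at 50 nM final. After 20 min at RT, polarization reported peptide displacement across a qHTS concentration series.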
BRCA1 expr act = qHTS Assay to Identify Small Molecule Activators of BRCA1 Expression; Potency, µM (series often up to 46.1 µM), for inactives: top-dose activation, most hits filed as activators; actives 1.1% (n = 380,000); MCF7-BRCA1-FFLuc reporter, luminescence, 48 h; response scale: scaled: vehicle 0%, 10 µM genistein 100%; also: potency is read from the fitted curve at half-maximal effect; nearly all actives have a fitted effect of over 80% in size; some results filed as inactive show a strong effect at the top dose
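MCF7 cells carrying a BRCA1-firefly luciferase reporter (2000 cells/well, phenol-red free MEM) were attached for 2 h at 37 °C, then given compounds for 48 h. Luminescence was read 15 min after luciferase reagent; activity normalized to genistein (10 microM) and DMSO.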
p53 reactivation = qHTS assay for re-activators of p53 using a Luc reporter. H1299 p53-A138V BP100-luciferase reporter, luminescence, 24 h. Potency, µM (doses to about 92.2 µM), for inactives: at the highest dose activity change, positive = activation, most hits filed as activators. actives 0.063% (n = 320,000); also: potency is read from the fitted curve at half-maximal effect; % of control where 0% means no effect; nearly all actives have a fitted effect of over 45% in size
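H1299 (p53-null), stable ts p53-A138V + BP100-Luc; 1000 cells/well, Opti-MEM/10% FBS; cpd 4 pt, 1:5; 24 h, 37 deg C, 5% CO2; detection reagent 10 min RT; luminescence.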
S-ASM inh = Inhibitors of Secretory Acid Sphingomyelinase (S-ASM): qHTS. actives 0.006% (n = 340,000). AID 504937, 2011. Potency, µM (doses to about 57.5 µM), inactives show at the top dose activity change, negative = inhibition, usual class: inhibitors. Sphingomyelin phosphodiesterase (Homo sapiens), P17405. placental ASM, HMU-PC fluorogenic substrate, 60 min; also: potency is read from the fitted curve at half-maximal effect
Target sequence (P17405 47-631 limits assumed): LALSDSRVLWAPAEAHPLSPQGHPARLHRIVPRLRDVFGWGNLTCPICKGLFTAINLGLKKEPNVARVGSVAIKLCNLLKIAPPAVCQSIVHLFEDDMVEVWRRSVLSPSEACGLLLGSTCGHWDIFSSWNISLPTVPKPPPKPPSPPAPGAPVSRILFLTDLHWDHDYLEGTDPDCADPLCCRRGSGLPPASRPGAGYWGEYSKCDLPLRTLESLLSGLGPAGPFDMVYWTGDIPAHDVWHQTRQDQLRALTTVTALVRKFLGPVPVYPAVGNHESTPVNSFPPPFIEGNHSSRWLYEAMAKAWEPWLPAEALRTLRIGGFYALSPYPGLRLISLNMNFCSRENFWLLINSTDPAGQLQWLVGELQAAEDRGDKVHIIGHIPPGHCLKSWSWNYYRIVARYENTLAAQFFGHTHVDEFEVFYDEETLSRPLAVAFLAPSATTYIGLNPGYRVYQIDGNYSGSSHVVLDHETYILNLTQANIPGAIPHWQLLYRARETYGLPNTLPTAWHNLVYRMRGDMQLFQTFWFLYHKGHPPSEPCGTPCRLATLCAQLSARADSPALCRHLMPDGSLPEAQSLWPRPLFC
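Fluorescence read-out (Ex 386 nm, Em 447 nm) after stopping the reaction at pH 10. Enzyme: ASM from human placenta; substrate HMU-PC0, 9 uM final; 60 min, 37 °C. Compound preincubation 10 min, ambient temperature.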
Active calls of the source: *; i = inactive; ? = inconclusive; / = no result given; [ ] = another dose, or the depositor's remark. Unless noted, calls follow the shape of the dose curve; as a rule, active = well fitted curve in the direction sought with a large enough effect; inconclusive = small, poorly fitted or top-dose-only effect, or another doubt; inactive = no such curve, though single readings can be large; an effect the other way counts as inactive or inconclusive. Outcome played no part in choosing rows; 2.6% or so of the library scored in one or more.

SMILES	ELG1 genotox	USP2a block	TRPV1 agonist	B2AR arrestin	uPA generation	Integrin act MD	Eya2 phos inh	TSG101-PTAP inh	BRCA1 expr act	p53 reactivation	S-ASM inh
CCC(=O)NN1CCc2cc3ccc(C)cc3nc21	0.7%	-0.3%	4.3	-0.6%	-1.0%	?	3.5%	-0.9%	-17.1%	0.0%	-1.2%
CC(=O)NC(=S)Nc1ccc([N+](=O)[O-])cc1C	1.9%	0.1%	-2.7	0.2%	24.6%	37.3%	?	0.2%	5.8%	11.3%	2.3%
COc1ccc([N+](=O)[O-])cc1NC(=O)COC(=O)c1ccccn1	3.7%	1.5%	3.6	0.3%	3.7%	11.8%	-27.0%	-4.3%	-2.9%	-0.6%	-1.6%
CC(C)Cc1nc(SCC(=O)Nc2nnc(CC(C)C)s2)n[nH]1	0.5%	2.3%	-3.5	-0.6%	2.0%	-7.7%	-21.1%	-0.6%	0.0%	1.2%	0.0%
Clc1cnc2nc(SC/C=C/c3ccccc3)[nH]c2c1	1.0%	10.9%	0.7	-0.2%	8.1%	?	15.3%	-0.1%	30.9%	6.8%	3.0%
CCN(CC(=O)Nc1ccc2c(c1)OCCO2)C(=O)CCc1ccccc1Cl	-1.4%	1.9%	18.2	0.0%	14.9%	0.5%	19.4%	-1.0%	-2.5%	-10.8%	-0.7%
Cc1ccc(-n2cc(CN(C)Cc3ncc[nH]3)c(-c3cccc(C)c3)n2)cc1	-17.0%	-0.3%	?	-0.5%	0.2%	-67.4%[inhibitor]	-16.9%	0.6%	-67.2%	-3.1%	-2.6%
Nc1c(C(=O)NCc2ccc3c(c2)OCO3)c2nc3ccccc3nc2n1CCCN1CCOCC1	1.0%	-18.4%	0.8	-1.2%	?	-58.8%[inhibitor]	?	-9.4%	-98.3%[inhibitor]	-7.6%	i
CCOC(=O)COc1ccc(S(=O)(=O)N2CCc3ccccc3C2)cc1	-1.5%	-0.3%	4.3	0.2%	3.0%	?	-13.9%	-2.5%	4.1%	-4.8%	1.0%
COC(=O)c1ccc(NS(=O)(=O)c2ccc3c(c2)oc(=O)n3C)cc1	-2.4%	3.5%	-2.7	-0.9%	-1.0%	10.1%	13.8%	-5.1%	8.6%	8.3%	-4.1%
CN(C)CCCN(C(=O)c1ccc(S(=O)(=O)N(C)C)cc1)c1nc2cc3c(cc2s1)OCO3	-2.8%	-0.1%	0.9	-0.3%	-7.5%	-35.4%	12.8%	-1.2%	-6.7%	-3.8%	-1.0%
COc1ccc(OC)c(NC(=O)COC(=O)[C@H](Cc2ccccc2)NC(=O)c2ccco2)c1	1.8%	3.3%	/	-0.5%	-1.6%	23.9%	?	-1.0%	4.2%	-2.0%	-6.0%
Cc1ccc2cc(CCNC(=O)c3ccco3)c(=O)[nH]c2c1C	?	3.4%	-6.6	-1.3%	13.5%	6.6%	1.3%	0.3%	?	?	-1.3%
COc1cc(OC)c(C(=O)NC2CC(C)(C)NC(C)(C)C2)cc1OC	4.4%	4.6%	0.5	0.4%	2.7%	-7.3%	-26.0%	-2.5%	-5.6%	17.1%	3.6%
CC/C(=C\C1CCCCC1)C(NP(=O)(c1ccccc1)c1ccccc1)c1ccccc1 (configuration not stated)	-14.8%	-1.2%	?	-0.7%	-17.6%	14.5%	-2.1%	/	-62.7%	-19.0%	-16.0%
COc1ccc(C(=O)NC(=O)COC(=O)c2ccc3ncsc3c2)cc1	?	2.6%	-1.3	0.2%	/	/	3.6%	/	/	?	/
CCN(CC)CCN1C(=O)C(=O)/C(=C(/O)c2c(C)[nH]c(C(=O)OC)c2C)C1c1cccs1 (configuration not stated)	-3.5%	-0.5%	-2.6	-0.4%	0.8%	15.7%	37.1%	-0.3%	7.1%	8.4%	1.9%
COc1ccc(NC(=O)C2CCCO2)cc1OC (configuration not stated)	2.7%	-0.1%	-2.3	0.8%	/	11.8%	-3.9%	-14.6%	0.2%	3.0%	1.0%
Cc1ccc(S(=O)(=O)c2ccc(Cl)cc2)cc1S(=O)(=O)NC(C)C(=O)O (configuration not stated)	4.3%	-0.6%	-1.8	-1.7%	1.8%	9.7%	5.7%	0.1%	14.2%	-3.5%	5.2%
COc1ccc(C(=O)NC(C(=O)NCC2(N3CCCCC3)CCCCC2)C(C)C)cc1 (configuration not stated)	2.0%	0.1%	4.5	0.0%	6.9%	26.1%	?	-9.2%	-24.1%	0.9%	2.4%
O=C(c1ccc2nccnc2c1)N1CCN(Cc2ccc3c(c2)OCO3)CC1	-6.2%	2.2%	-1.9	0.0%	1.5%	0.0%	30.0%	-3.1%	-7.0%	-6.5%	-1.7%
NC(=O)C1CCN(C(=O)c2ccc3nc(-c4ccccc4)c(-c4ccccc4)nc3c2)CC1	-8.3%	-0.1%	80.6*	0.1%	1.6%	-13.8%	-0.3%	-3.7%	-25.7%	0.0%	26.9%
COC(=O)c1[nH]c2ccc(C)cc2c1NC(=O)Nc1ccccc1OC	5.2%	5.0%	23.7	0.5%	-3.2%	28.7%	7.3%	-1.7%	-32.8%	-1.4%	43.6%[activator]
CN(C(=O)COC(=O)CNC(=O)c1sc2ccccc2c1Cl)c1ccccc1	-1.3%	-0.9%	6.0	0.5%	-1.2%	-1.6%	6.4%	-2.3%	-1.3%	-8.9%	-1.1%
Cc1cccc(C)c1N1C(=O)c2ccccc2C1=O	-1.3%	1.7%	/	0.4%	3.0%	24.1%	4.7%	-4.2%	-4.0%	-8.1%	2.0%
COc1ccc(N2C(=O)CCC(C(=O)NCCCN3CCC(C)CC3)C2c2ccc(OC)c(OC)c2)cc1 (configuration not stated)	?	0.4%	1.9	-0.3%	-1.8%	?	-13.5%	0.3%	-2.2%	3.4%	3.2%
Cc1nn(-c2ccccc2)c2c1C1(C(=O)Nc3ccccc31)N1C(=N2)Sc2ccccc21 (configuration not stated)	-0.1%	-3.9%	11.5	-0.5%	12.5%	9.9%	-11.0%	-3.4%	-68.6%	-19.0%	-14.2%
CCOc1cc(/C=C2\SC(=O)N(c3ccc(O)cc3)C2=O)ccc1O	6.5%	4.8%	0.9	2.5%	13.7%	-7.9%	15.0%	-3.6%	15.3%	9.2%	-7.1%
CCOc1ccc(NC(=O)CCC(=O)c2ccc(-c3ccccc3)cc2)cc1	0.7%	2.1%	-2.4	0.2%	4.3%	24.5%	0.8%	1.4%	32.3%	1.3%	/
COc1ccc(C2Nc3ccccc3C(=O)N2NS(=O)(=O)c2ccccc2)cc1OC (configuration not stated)	-2.2%	-1.1%	0.8	-1.1%	-1.3%	4.4%	1.3%	-4.5%	25.5%	0.0%	13.5%
N=c1sccn1CC(=O)Nc1ccc(Cl)cc1[N+](=O)[O-]	-0.6%	8.4%	-0.8	0.2%	4.2%	-10.6%	12.2%	-10.1%	-7.1%	4.2%	-2.6%
CCOC(=O)[C@H]1[C@H]2COc3ccccc3[C@@H]2N2C(=O)[C@@H](C)NC(=O)[C@@]12C	-0.3%	1.5%	/	-0.2%	6.1%	-7.9%	-6.4%	-0.2%	1.9%	-0.4%	7.1%
COc1ccc2c(C)cc(N3CCCCCC3)nc2c1	-1.0%	-5.6%	16.7	0.2%	-13.2%	-30.4%	-26.4%	-3.0%	0.6%	4.8%	45.8%[activator]
COc1cc(/C=N/NS(=O)(=O)c2ccccc2)c(OC)c(OC)c1	-2.2%	-0.7%	-2.1	-1.0%	-1.3%	36.2%	19.7%	0.0%	-13.6%	-2.8%	6.2%

Screens (PubChem BioAssay)
